Neddyl block: inhibitors of human cullin neddylation | TR-FRET cullin neddylation, biochemical | calls only at 25 µM | P61081+Q13564 | hit rate 0.58% among 360,000; in the data active means inhibition above about 36%
Target sequence (P61081 whole entry, looked up): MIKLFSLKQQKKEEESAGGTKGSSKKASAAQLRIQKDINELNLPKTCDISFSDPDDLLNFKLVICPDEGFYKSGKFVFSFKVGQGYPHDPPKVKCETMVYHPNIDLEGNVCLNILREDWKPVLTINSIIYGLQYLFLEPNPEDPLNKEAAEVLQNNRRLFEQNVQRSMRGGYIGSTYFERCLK
Target sequence (Q13564 whole entry, looked up): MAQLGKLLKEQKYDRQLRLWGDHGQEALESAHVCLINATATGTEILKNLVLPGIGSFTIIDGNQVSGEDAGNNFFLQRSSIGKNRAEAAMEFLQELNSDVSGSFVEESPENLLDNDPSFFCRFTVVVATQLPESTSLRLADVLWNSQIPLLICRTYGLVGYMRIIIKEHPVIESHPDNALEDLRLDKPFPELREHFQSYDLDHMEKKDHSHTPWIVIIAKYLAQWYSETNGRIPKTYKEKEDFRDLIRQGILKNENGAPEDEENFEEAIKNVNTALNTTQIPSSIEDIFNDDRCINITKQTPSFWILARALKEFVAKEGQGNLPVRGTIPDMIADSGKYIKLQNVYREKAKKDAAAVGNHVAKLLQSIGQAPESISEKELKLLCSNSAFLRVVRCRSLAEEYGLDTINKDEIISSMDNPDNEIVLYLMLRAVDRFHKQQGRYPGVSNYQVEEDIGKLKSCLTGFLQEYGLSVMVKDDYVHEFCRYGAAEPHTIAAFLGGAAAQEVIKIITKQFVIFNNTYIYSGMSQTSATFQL
DNMT1 inh: inhibitors of human DNMT1; DNMT1 molecular beacon, Hinp1I cleavage, fluorescence; inhibition (reported as % activation of signal), % at 10 µM; hit rate 0.83% among 360,000; in the data active means inhibition above about 50%
SUMO1 PPI mod: alters human SUMO1 binding to SIM partners; P63165; SUMO1 binding to a labelled peptide, TR-FRET, 1 h; inhibition, % at 20 µM; hit rate 0.33% among 360,000; AID 602429; in the data active means inhibition above about 37%
Target sequence (P63165 whole entry, looked up): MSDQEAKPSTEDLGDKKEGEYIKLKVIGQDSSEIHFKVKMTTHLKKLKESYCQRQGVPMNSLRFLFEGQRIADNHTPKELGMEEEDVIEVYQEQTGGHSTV
SKN-1 block: inhibitors of C. elegans SKN-1 | inhibition, % at 21.8 µM | hit rate 0.49% among 360,000 | C. elegans VP596 Pgst-4::GFP/RFP ratio, acrylamide-induced, 24 h;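 active means interference check ratio from 0.5 to 1.5 plus GFP to RFP signal ratio inhibition reaching or exceeding a fixed threshold, cut at about 30% in these data, passing the limit was not always enough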; further: some compounds called inactive have numbers as strong as hits
LMPTP inh: blocks human LMPTP phosphatase; P24666; recombinant LMPTP-A, OMFP fluorogenic substrate, fluorescence intensity; inhibition, % at 20 µM; hit rate 0.22% among 360,000;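 active means compounds that cut the enzyme signal by at least half of the control window in the single-dose screen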;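 further: plate controls were DMSO wells with enzyme plus substrate for no effect and substrate without enzyme for full effect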
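material = LMPTP-A | quantity = 0.625 nM enzyme | reagent = OMFP substrate, 400 µM final | buffer or medium = Bis-Tris pH 6.0, DTT, detergent | detection = endpoint fluorescence intensity from OMFP dephosphorylation | dosing = single 20 µM dose | read-out basis = % inhibition relative to no-enzyme and uninhibited control wells | control set = no-enzyme and uninhibited controls | timing = 50 min at room temperature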
NRP1-CendR mod: NRP-1/CendR interaction modulation | O14786 | FAM-RPARPAR peptide binding to NRP-1, fluorescence polarization | inhibition, % at 25 µM | hit rate 0.85% among 360,000;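 active means inhibition or corrected inhibition above about 18%, plus a signal ratio from 0.5 to 1.5, limit read from the data, passing the limit was not always enough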; further: strong numbers were not always called active
TbMetRS inhib: blocks T. brucei methionyl-tRNA synthetase activity; AID 624268; hit rate 0.4% among 360,000; inhibition, % at 11.9 µM; purified T. brucei MetRS, ATP depletion, Kinase-Glo luminescence;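 active means inhibition above a per-plate cutoff of the control wells' mean inhibition plus 3 SD, cut at about 5.5% in these data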;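 further: 0% = DMSO wells median and 100% = median of wells with control inhibitor compound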
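assay system = parasite MetRS enzyme | timing = 15 min preincubation, 2 h reaction, all 25 °C | evaluation = percent inhibition relative to median high and low control wells | medium = HEPES buffer containing pyrophosphatase, BSA, spermine, DTT | compound = single dose, 11.9 µM final nominal, 0.9% final DMSO | detection = Kinase-Glo luminescence, ATP depletion format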
NadD inh: blocks S. aureus nicotinate mononucleotide adenylyltransferase. hit rate 0.78% among 360,000. inhibition, % at 20 µM. purified NadD enzyme, colorimetric absorbance read-out; in the data active means inhibition above about 26%; further: some compounds past the cut are filed as inactive
STEP block: STEP (human) phosphatase inhibition. recombinant STEP, OMFP fluorogenic substrate, fluorescence. P54829. hit rate 0.25% among 360,000. AID 588621. inhibition, % at 20 µM;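 active means inhibition at 20 µM, scaled per plate between control wells, above about 37%, limit read from the data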;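 further: 0% = DMSO with enzyme and substrate and 100% = substrate only without enzyme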
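System: STEP phosphatase, cell-free reaction; Buffer or medium: Bis-Tris pH 6.0 buffer with DTT, detergent; Incubation: 20 min at room temperature, dark; Measured by: fluorescence, 480/540 nm.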
Scp-1 inhibitor: Scp-1 (human) phosphatase inhibition; Q9GZU7; hit rate 0.88% among 340,000; Recombinant Scp1, phosphopeptide, malachite green phosphate absorbance; inhibition, % at 20 µM; AID 493091;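 active means inhibition above about 50% at 20 µM, limit read from the data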;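 further: plate controls were DMSO wells with enzyme for no effect and wells lacking enzyme for full effect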
Target sequence (Q9GZU7 76-261 limits assumed): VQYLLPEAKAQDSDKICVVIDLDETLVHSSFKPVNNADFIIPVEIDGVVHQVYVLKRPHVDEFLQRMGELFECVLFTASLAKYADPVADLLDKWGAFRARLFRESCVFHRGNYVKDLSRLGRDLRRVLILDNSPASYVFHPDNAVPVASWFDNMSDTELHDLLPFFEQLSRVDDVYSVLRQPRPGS
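Material: truncated SCP-1 phosphatase (76-261aa) / Buffer or medium: 50 mM Tris acetate pH 5.5, 0.005% Tween-20, 10 mM MgCl2 / Compound dosing: one concentration, 20 µM, with 1.0% DMSO / Incubation: 45 min room-temperature reaction, 5 min colour, 30 min stabiliser / Detection: colorimetric free-phosphate detection, absorbance 630 nm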
* hit, by the source's call; i = inactive; . = no result given.

SMILES | Neddyl block | DNMT1 inh | SUMO1 PPI mod | SKN-1 block | LMPTP inh | NRP1-CendR mod | TbMetRS inhib | NadD inh | STEP block | Scp-1 inhibitor
O=C(Nc1ccc(F)cc1)C1CCCCC1 | i | 0 | -2 | 12 | -0.3 | 1 | 0.1 | -5 | -13 | -6
CCOC(=O)C1Nc2ccccc2C2C(O)C(O)CC12 (stereo unspecified) | i | -6 | -21 | 12 | 1.7 | 27* | -0.3 | 1 | -6 | -3
CCCNC(=S)Nc1cccc(C(F)(F)F)c1 | i | 2 | 0 | 3 | -0.2 | 25* | -1.0 | 1 | -2 | 2
CCO/C=N/c1c(C#N)c2c(c(=S)n1C)COC(C)(C)C2 | i | -9 | -7 | 33 | -0.3 | -26 | 2.2 | -3 | 8 | 6
OCC(O)C(O)C(O)C(O)C1NCCS1 (stereo unspecified) | i | -1 | 0 | 14 | -2.2 | 0 | -0.9 | -4 | 0 | -9
C=CCNC(=O)NC(=O)COC(=O)[C@H](C)NS(=O)(=O)c1c(C)c(C)cc(C)c1C | i | 0 | 3 | -14 | 0.6 | -5 | -0.1 | -3 | -3 | -4
CSc1nnc2c(n1)OC=Nc1ccccc1-2 | i | -3 | -11 | -13 | -0.5 | 0 | -0.2 | -7 | -1 | -5
Cc1c(Cl)cccc1NCC(=O)Nc1ccc(Cl)cc1F | i | -4 | 1 | 5 | 0.9 | 4 | -0.5 | -8 | -3 | -18
Cc1ccnc(SCc2cc(=O)c(OC(=O)c3cccs3)co2)n1 | i | 1 | 2 | -6 | 1.2 | -12 | 0.7 | -4 | -2 | -10
NN=C1C(=O)c2cccc3cccc1c23 | i | 1 | -31 | 10 | 0.4 | 17 | 0.0 | 4 | -1 | -8
CC1CCCC(NC(=O)C2CCN(S(=O)(=O)N3CCCCC3)CC2)C1C (stereo unspecified) | i | 0 | -1 | -10 | -0.9 | 2 | -0.8 | -7 | -4 | -3
COc1nnc(-c2ccc(N3CCCCC3)c(NC(=O)COc3ccccc3)c2)c2ccccc12 | i | 0 | 4 | 1 | 0.5 | -6 | -0.1 | -4 | 2 | -2
Cn1c(=O)c2c(nc(CN3CCN(C(c4ccccc4)c4ccccc4)CC3)n2CC(N)=O)n(C)c1=O | i | 0 | 0 | -4 | -1.6 | 5 | -0.2 | 2 | 1 | 14
CC1=C(C(=O)N(C)C)CC(CC(=O)NCCc2ccccn2)C(=O)N1CCC1=CCCCC1 (stereo unspecified) | i | 3 | -1 | -2 | -1.4 | 5 | -1.0 | 7 | 0 | .
CN(C)S(=O)(=O)c1cccc(NC(=O)COc2cccc3ccccc23)c1 | i | -8 | -7 | 6 | 3.2 | -2 | -0.3 | -8 | 0 | -18
O=C(c1ccc(S(=O)(=O)NCC2CCCO2)cc1)N1CCN(c2cccc(Cl)c2)CC1 (stereo unspecified) | i | 5 | 4 | 7 | -0.2 | -4 | -0.4 | -2 | -1 | 1
COc1ccc(CCc2nnc(CCC(=O)NCc3cnc4ccccn34)o2)cc1 | i | 2 | -5 | 6 | -1.4 | 0 | -0.4 | -5 | -2 | -4
Cc1ccc(S(=O)(=O)N2CCCCC2)cc1NC(=O)c1ccc2c(c1)OCO2 | i | -5 | 1 | -3 | -0.8 | -9 | -0.4 | -8 | -3 | -3
Cc1ccc(S(=O)(=O)NCC(C)n2cncn2)cc1C (stereo unspecified) | i | -2 | 4 | 4 | 0.0 | 12 | 0.8 | 3 | -1 | -8
COc1ccccc1NC(=O)N1CCCC1C(=O)NCc1ccc2c(c1)OCO2 (stereo unspecified) | i | -1 | 4 | 10 | -2.9 | 6 | -0.5 | 1 | -2 | 1
Cc1ccc(N2C(=O)CC(c3c[nH]c4ccccc34)C2=O)cc1 (stereo unspecified) | i | -2 | 1 | 3 | -0.4 | 0 | -0.7 | -1 | 2 | -7
COc1ccc(-c2noc(N3CCC(C(=O)NCc4ccc(Cl)cc4)CC3)n2)cc1 | i | 8 | -2 | 14 | 1.1 | 5 | 0.2 | -5 | 1 | -4
O=C(CN1C(=O)C2CCCCC2C1=O)Nc1cc(C(F)(F)F)ccc1N1CCCC1 (stereo unspecified) | i | 2 | -1 | 11 | -0.8 | 11 | -0.5 | -2 | 1 | 0
O=C(Nc1ccc(S(=O)(=O)Nc2ncccn2)cc1)C12CC3CC(CC(C3)C1)C2 | i | 4 | 1 | -3 | 0.0 | 8 | -0.2 | 0 | -1 | -13
CCCCn1c(N)c(N(CCOC)C(=O)CN(C)S(=O)(=O)c2ccc(C)cc2)c(=O)[nH]c1=O | i | -7 | -1 | 2 | -0.2 | 15 | -0.4 | 3 | -1 | -4
CCOC(=O)C1(CCOc2ccccc2)CCN(Cc2cc(OC)c(O)cc2Cl)CC1 | i | -3 | 0 | 1 | 0.1 | -10 | -0.1 | 1 | 0 | -5
Cc1ccccc1NC(=O)COc1ccc2c(c1)OC(C)(C)CC2=O | i | -4 | -2 | -3 | -1.0 | 2 | -1.2 | -5 | -1 | -2
Cn1ncc(Cl)c1C(=O)Nc1nnc(C2CC2)s1 | i | 1 | 1 | -2 | -2.0 | 14 | -0.5 | -2 | 0 | -2
COCCCN(C(=S)NC(=O)C12CC3CC(CC(C3)C1)C2)c1c(N)n(Cc2ccccc2)c(=O)[nH]c1=O | i | -3 | 3 | -3 | -0.5 | -6 | -0.5 | 0 | 2 | -5
O=C(CSc1n[nH]c(-c2ccccc2)n1)c1ccc(O)c(O)c1 | i | 5 | 29 | -17 | 0.6 | -44 | -1.2 | -4 | 0 | 4
O=C(CCCc1nc(-c2ccc(Cl)cc2)no1)NC1CCCC1 | i | 2 | 2 | 5 | -1.9 | 8 | -0.3 | 1 | 0 | -9
CS(=O)(=O)N1CC2CCCN2c2ccc(C(F)(F)F)cc21 (stereo unspecified) | i | -4 | -2 | 9 | 1.3 | -9 | 0.3 | -9 | 0 | 1
Cn1nc(C(=O)Nc2cccc(Cl)c2)cc1C(=O)Nc1cccc(Cl)c1 | . | -1 | 2 | 26 | 1.7 | 14 | -0.9 | -2 | -2 | -6
O=C(NCC1CCCO1)c1cc(C(=O)C2CC2)c[nH]1 (stereo unspecified) | i | -2 | -5 | -2 | -1.6 | 4 | -0.1 | 7 | 2 | -2
COc1cc(SC)ccc1C(=O)OC1CCOC1=O (stereo unspecified) | i | 3 | 0 | -7 | -0.4 | 16 | -0.4 | 0 | 4 | 0
O=C(COC(=O)C1CCCCC1)Nc1ccc(N2CCCCC2)cc1 | i | 0 | -11 | 11 | 1.4 | 13 | -0.7 | 2 | -6 | -6
Cc1noc(C)c1COc1ccc(C(=O)N2CCN(S(=O)(=O)c3cccc(F)c3)CC2)cc1 | i | 0 | -1 | -8 | -0.8 | 11 | 0.0 | -2 | 1 | -16
Cc1oc(-c2ccccc2Cl)nc1CS(=O)CC(=O)NC1CC1 (stereo unspecified) | i | 2 | -4 | 14 | 0.2 | 4 | -0.2 | 2 | 2 | -7
COc1ccc(OCCn2ccnc2C)cc1 | i | 0 | 2 | 0 | 1.4 | 8 | 0.5 | -10 | 0 | -10
COc1ccc(C(=O)OCC(=O)Nc2c(C)n(C)n(-c3ccccc3)c2=O)cc1 | i | 2 | 5 | -1 | -1.4 | 5 | -0.2 | 0 | -2 | -5
Cc1c(C#N)c2ccccc2n1C | i | 3 | -1 | -6 | -1.1 | 1 | -0.2 | 0 | -2 | -13
O=C(Cc1c[nH]c2ccccc12)NNC(=O)c1ccccc1 | i | -9 | 1 | 8 | -0.8 | -12 | 0.0 | -2 | -2 | -10
O=C(Cc1ccccc1)N1CCN=C1SCc1cccc([N+](=O)[O-])c1 | i | -2 | -10 | -2 | -1.1 | -7 | -0.2 | 1 | -1 | -7
Cc1ccc(C(=O)N(c2ccccn2)C(C)c2ccco2)cc1 (stereo unspecified) | i | 3 | 1 | 3 | -2.8 | 19 | -1.3 | -2 | -1 | 4
CCOc1ccc(N(C(=O)CNC(=O)c2ccco2)C(C(=O)NC2CCCC2)c2ccncc2)cc1 (stereo unspecified) | i | 3 | 9 | 7 | 1.3 | 4 | -0.8 | 3 | 6 | -3
O=Cc1ccccc1-c1cn(CN2C(=O)c3ccccc3C2=O)nn1 | i | 4 | -9 | -4 | -1.2 | 1 | 0.1 | -7 | 1 | 6
O=C(c1ccco1)N1CCN(Cc2nnnn2C2CCCCC2)CC1 | i | -1 | -7 | 1 | -3.3 | 0 | -0.4 | -2 | 0 | -2
Cc1ccc(-c2c3c(=O)n(C)c(=O)n(C)c3cn2Cc2ccccc2)cc1 | i | -5 | 6 | 20 | -0.1 | -11 | -0.4 | 1 | 0 | -11
O=S(c1cc(Cl)cc(Cl)c1O)c1cc(Cl)cc(Cl)c1O | i | . | 43* | -7 | 2.2 | -68 | 1.0 | 9 | . | .
Cc1cccc(NC(=O)NNC(=O)c2nn(C)cc2Br)c1 | i | 3 | -1 | -8 | -0.4 | -2 | -1.2 | -3 | -3 | 0
Oc1ccc(C(c2nnnn2C2CCCCC2)N2CCOCC2)cc1 (stereo unspecified) | i | -1 | 2 | 1 | -2.3 | -6 | 0.1 | -6 | -1 | -2
CC(C)N1CC23C=CC(O2)C(C(=O)OCc2ccccc2)C3C1=O (stereo unspecified) | i | 5 | 1 | -2 | -1.9 | -15 | -0.4 | 3 | -3 | 13
Fc1ccc(-n2c(-c3ccc4c(c3)OCO4)n[nH]c2=S)cc1Cl | i | 3 | 0 | -2 | -0.2 | 7 | 0.1 | 6 | -2 | 2
c1ccc(-c2nc(N3CCNCC3)nc3ccccc23)cc1 | . | -4 | -7 | 15 | 0.9 | -9 | -0.7 | -10 | 4 | -5

As a short view, part of the list above.
SMILES | Neddyl block | DNMT1 inh | SUMO1 PPI mod | SKN-1 block | LMPTP inh | NRP1-CendR mod | TbMetRS inhib | NadD inh | STEP block | Scp-1 inhibitor
O=S(c1cc(Cl)cc(Cl)c1O)c1cc(Cl)cc(Cl)c1O | i | . | 43* | -7 | 2.2 | -68 | 1.0 | 9 | . | .
Cc1cccc(NC(=O)NNC(=O)c2nn(C)cc2Br)c1 | i | 3 | -1 | -8 | -0.4 | -2 | -1.2 | -3 | -3 | 0
Oc1ccc(C(c2nnnn2C2CCCCC2)N2CCOCC2)cc1 (stereo unspecified) | i | -1 | 2 | 1 | -2.3 | -6 | 0.1 | -6 | -1 | -2
CC(C)N1CC23C=CC(O2)C(C(=O)OCc2ccccc2)C3C1=O (stereo unspecified) | i | 5 | 1 | -2 | -1.9 | -15 | -0.4 | 3 | -3 | 13
Fc1ccc(-n2c(-c3ccc4c(c3)OCO4)n[nH]c2=S)cc1Cl | i | 3 | 0 | -2 | -0.2 | 7 | 0.1 | 6 | -2 | 2
c1ccc(-c2nc(N3CCNCC3)nc3ccccc23)cc1 | . | -4 | -7 | 15 | 0.9 | -9 | -0.7 | -10 | 4 | -5

Screening data (PubChem)
